# Source: PubChem
# TAG inh: inhibitors of triacylglycerol accumulation, primary screen, cell-based, uHTS, fluorescence, H9c2 | H9c2 cells, Nile Red lipid (TAG) fluorescence; cells loaded with 200 µM oleic acid | inhibition, % at 12.5 µM | hit rate 0.66% among 230,000;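 active means pattern-corrected inhibition of lipid staining of at least 50% with the nuclear-stain viability signal not falling by more than 50%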;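 further: 0% = DMSO wells and 100% = triacsin C control wells; some results filed as inactive read as strong as hits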
# TAG inh DAPI viability: second read-out of TAG inh, no call of its own (marks repeat the call); DAPI nuclei signal change (viability), lower = more cytotoxic, %;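 whole-well DAPI fluorescence read on a plate reader as a viability signal; minus 50 percent equals half of cells still viable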
# The depositor's hits bear a star. A portion of the library (hit frequency here may not be typical).
SMILES,TAG inh,TAG inh DAPI viability
CCOC(=O)N1CCN(C(=O)c2ccc3c(SCC(=O)O)c4c(nc3c2)CCCC4)CC1,-1,5
Cc1c(Cc2ccc3c(c2)OCO3)sc(NC(=O)c2ccccc2)c1C(N)=O,-19,17
OC(CCN1CCCC1)(c1ccccc1)C1CCCCC1 (stereo not given),9,-11
COc1ccc(OC)c(NC(=O)C2CC(=O)N(CCc3ccc(F)cc3)C2)c1 (stereo not given),-11,-4
CN1C(C(=O)NCc2ccc(OC(F)(F)F)cc2)CC2Cn3c(nc4ccccc43)C21 (stereo not given),3,-4
N#C/C(=C(/O)COC(=O)CCC1CCCCC1)c1nc2ccccc2[nH]1,11,22
O=C(CN1C(=O)c2ccccc2S1(=O)=O)Nc1ccon1,14,-4
COC(=O)c1[nH]c2ccc(F)cc2c1NC(=O)C1=COCCO1,0,12
CCCNC(=O)C1(C)CCCN(Cc2cccc(C#N)c2)C1 (stereo not given),-12,-4
O=C(CN1CCN(S(=O)(=O)c2cccc(Br)c2)CC1)NCCc1cccs1,-9,0
CN1C[C@@H]2[C@@H]3C(=O)N(Cc4ccccc4)C(=O)[C@@H]3[C@](C)(C1=O)N2C(=O)c1ccc(C(F)(F)F)cc1,-1,-2
COc1ccccc1NS(=O)(=O)c1ccc(O)c(C(=O)OCc2cccc([N+](=O)[O-])c2)c1,12,6
Clc1ccc(-c2csc(N/N=C/c3ccco3)n2)cc1,46,-6
NC(Cc1ccc(C(F)(F)F)cc1)c1csc(NC(=O)NCCc2ccccc2)n1 (stereo not given),88,-53
COc1ccc(-c2cc(C(F)(F)F)n3ncc(C(=O)NCC4CCCO4)c3n2)cc1OC (stereo not given),17,8
CCOc1ccccc1NC(=O)C1COc2ccccc2O1 (stereo not given),8,-3
CC(NC(=O)c1ccccc1Cl)c1nnc(SCC(=O)Nc2ccc(C(=O)O)cc2)n1C (stereo not given),-10,6
CCCCC(=O)NC(=S)NNC(=O)CCc1ccccc1,9,-16
O=C(Nc1ccc(-c2nc3cccnc3s2)cc1)C1CCCO1 (stereo not given),13,13
CCS(=O)(=O)N1CCC(NC(=O)C(Cc2ccc(OC)c(OC)c2)NC(C)=O)CC1 (stereo not given),16,-16
CCOC(=O)c1ccc(NC(=O)N2CCN(Cc3ccccc3)CC2)cc1,-20,4
C[C@H]1CN([C@@H](C)CO)C(=O)CCCn2cc(nn2)CO[C@@H]1CN(C)C(=O)Nc1ccnc(N2CCOCC2)c1,1,-5
COc1ccc(CCN2C(=O)/C(=C\c3ccco3)SC2=S)cc1OC,2,3
O=C(COC(=O)c1ccc(F)c(S(=O)(=O)N2CCOCC2)c1)NCc1ccc(F)cc1,-13,-3
CCOC(=O)C(C(=O)OCC)C(Nc1ccccc1)c1ccccc1 (stereo not given),-3,5
COc1ccc(CCNC(=O)C2CCC(=O)N2CCc2ccccc2)cc1OC (stereo not given),-9,7
N#CCCn1cc(/C=N/NC(N)=S)c(-c2ccccc2)n1,-15,0
CC1CN(C(=S)NC(=O)c2ccc(Cl)cc2)CC(C)O1 (stereo not given),-12,-1
COc1ccc(N2C[C@H](Cc3ccccc3)[C@@H](CC(=O)Nc3ccccc3)C2=O)cc1,-12,12
CC(=O)c1cccc(NC(=O)CSc2nc(=O)n(CCN3CCOCC3)c3c2CCCC3)c1,5,4
CCOC(=O)c1c(C)[nH]c(C)c1C(=O)COC(=O)C1CCCN1S(=O)(=O)c1ccccc1F (stereo not given),-3,-4
O=C1CCCN1C(=O)CCC(=O)N1CCCC1=O,3,-4
COc1ccc2oc(C(=O)NNC(=O)c3ccc(F)cc3)c(C)c2c1,11,-2
CCc1c(C)nc2[nH]nc(-c3ccccc3C)n2c1=O,5,15
N#CCCN(C(=O)Nc1ccc(Cl)c(Cl)c1)C1CCCCC1,-5,4
Cc1ccc(OCCC(=O)N(Cc2ccccc2)c2c(N)n(Cc3ccccc3)c(=O)[nH]c2=O)cc1,11,-5
C=CCn1c(SCC(=O)N2c3ccccc3Sc3ccccc32)nnc1-c1ccco1,-11,1
Cn1cc(S(=O)(=O)N2CCCC2)cc1C(=O)N1CCN(c2ccccc2)CC1,7,-3
COc1ccc(/C=N/NC(=O)c2cccc(C(F)(F)F)c2)cc1,3,4
CCOC(=O)C1=C(C)NC(=O)NC1C(C)C (stereo not given),2,-7
CCOc1ccc(S(=O)(=O)N2CCOCC2)cc1NC(=O)C1CCC1,12,8
Cc1noc(C)c1CSCC(=O)Nc1ccc(S(C)(=O)=O)cc1,2,5
CS(=O)(=O)c1ccc2nc(NC(=O)Oc3ccccc3)sc2c1,19,-7
O=C(c1ccc(CNS(=O)(=O)c2ccc(F)cc2)cc1)N1CCCCCC1,-15,-1
COC(=O)N=Nc1c(O)[nH]c2ccc(Br)cc12,4,4
O=C(COC(=O)CNC(=O)c1ccc(Cl)cc1Cl)NCc1ccco1,5,-7
CCC12CCC3c4ccc(O)cc4CCC3C1CC(O)C2O (stereo not given),-3,-2
Fc1cc(F)c2nc(N3CCCCC3)sc2c1,-3,3

# 17 of these compounds in a different format:
# The line under a structure holds: TAG inh	TAG inh DAPI viability
- O=C1CCCN1C(=O)CCC(=O)N1CCCC1=O
    3	-4
- COc1ccc2oc(C(=O)NNC(=O)c3ccc(F)cc3)c(C)c2c1
    11	-2
- CCc1c(C)nc2[nH]nc(-c3ccccc3C)n2c1=O
    5	15
- N#CCCN(C(=O)Nc1ccc(Cl)c(Cl)c1)C1CCCCC1
    -5	4
- Cc1ccc(OCCC(=O)N(Cc2ccccc2)c2c(N)n(Cc3ccccc3)c(=O)[nH]c2=O)cc1
    11	-5
- C=CCn1c(SCC(=O)N2c3ccccc3Sc3ccccc32)nnc1-c1ccco1
    -11	1
- Cn1cc(S(=O)(=O)N2CCCC2)cc1C(=O)N1CCN(c2ccccc2)CC1
    7	-3
- COc1ccc(/C=N/NC(=O)c2cccc(C(F)(F)F)c2)cc1
    3	4
- CCOC(=O)C1=C(C)NC(=O)NC1C(C)C (stereo not given)
    2	-7
- CCOc1ccc(S(=O)(=O)N2CCOCC2)cc1NC(=O)C1CCC1
    12	8
- Cc1noc(C)c1CSCC(=O)Nc1ccc(S(C)(=O)=O)cc1
    2	5
- CS(=O)(=O)c1ccc2nc(NC(=O)Oc3ccccc3)sc2c1
    19	-7
- O=C(c1ccc(CNS(=O)(=O)c2ccc(F)cc2)cc1)N1CCCCCC1
    -15	-1
- COC(=O)N=Nc1c(O)[nH]c2ccc(Br)cc12
    4	4
- O=C(COC(=O)CNC(=O)c1ccc(Cl)cc1Cl)NCc1ccco1
    5	-7
- CCC12CCC3c4ccc(O)cc4CCC3C1CC(O)C2O (stereo not given)
    -3	-2
- Fc1cc(F)c2nc(N3CCCCC3)sc2c1
    -3	3

# The listing continues:
SMILES,TAG inh,TAG inh DAPI viability
CC1CCCC(C)N1/N=C/C=C/c1ccccc1[N+](=O)[O-] (stereo not given),21,0
C/C(=N\O)c1noc(C)c1C(=O)Nc1nccs1,-12,9
C#CCOCCOCCOCCNc1nc(N2CCN(C(=O)C(Cc3cc4ccccc4[nH]3)n3cc(C(N)C(C)CC)nn3)CC2)nc(N2CCN(C(=O)C(Cc3cc4ccccc4[nH]3)n3cc(C(N)C(C)CC)nn3)CC2)n1 (stereo not given),-1,14
O=C(C1CCCN(Cc2cccnc2)C1)N1CCCCC1 (stereo not given),12,-6
Cc1ccc(NS(=O)(=O)c2ccc(C)c(NC(=S)NCCN3CCOCC3)c2)c(C)c1,-14,10
COc1ccc2cc(C(c3nnnn3C3CCCC3)N3CCOCC3)c3nnnn3c2c1 (stereo not given),1,2
CCCCCOc1ccccc1C(=O)NCCCCCC(=O)O,-2,-1
CCCCn1c(N)c(N(CC(C)C)C(=O)CSCc2cccc(C)c2)c(=O)[nH]c1=O,2,-13
Cc1ccc(N2C(=O)[C@@H]3[C@H](C2=O)[C@H]2C=CC=NN2[C@@H]3C(=O)Nc2ccc(Cl)cc2)cc1,-1,21
COC(=O)C1OCOC2C(C(=O)OC)OCOC12 (stereo not given),7,1
O=C(NCCN1CCOCC1)c1ccc(CS(=O)(=O)c2c(Cl)cccc2Cl)o1,0,8
CC(C)OCCCNC(=O)c1cccc2c1C(=O)c1ccc(Cl)cc1S2(=O)=O,4,-13
Cn1c(COc2ccccc2)nnc1SCCN1CCOCC1,-20,6
CCOC(=O)Nc1cc(OC)cc2ccc(C)nc12,-3,6
CCOc1ccc(C(CC(=O)O)NC(=O)COc2ccccc2)cc1 (stereo not given),6,4
OC[C@@H]1CN(Cc2ccc3c(c2)OCO3)C[C@H](n2cnc3c(NC4CCC4)ncnc32)O1,31,-4
Cc1cc(=O)[nH]c(SCC(=O)NCc2ccco2)n1,1,-1
CC(C(=O)Nc1ccc(S(=O)(=O)N2CCCC2)cc1)N1CCCC(C(N)=O)C1 (stereo not given),-2,-2
CC(Sc1nnc(-c2ccco2)o1)C(=O)NCCC1=CCCCC1 (stereo not given),0,8
c1coc(CNc2ncnc3ccccc23)c1,-63,9
CC(C)n1c(CNC(=O)c2ccccc2F)nnc1SCC(=O)NC1CCCCC1,-4,2
O=C(CCC(=O)c1ccc(F)cc1)Nc1cccnc1,17,-6
COc1ccc(NS(=O)(=O)c2cc(N=Nc3c(O)[nH]c(=O)[nH]c3=O)ccc2Cl)cc1,-13,3
O=C(NCc1ccccc1)C1CC(=O)N(c2ccc(OCC(=O)N3CCCC3)cc2)C1 (stereo not given),16,-6
COc1ccc(C2NC(=O)CS2)cc1 (stereo not given),-13,-2
CC(=O)OC1c2c(ccc3ccc(=O)oc23)OC(C)(C)C1OC(=O)CC(C)C (stereo not given),-6,15
COc1ccccc1CNS(=O)(=O)c1cccs1,12,-8
COc1cc(/C=C/c2nc3ccccc3c(=O)[nH]2)ccc1O,6,-3
Clc1ccc(-n2nnnc2SCc2cn3ccccc3n2)cc1,-5,-3
CCOc1ccc2nc(NC(=O)c3ccc(S(=O)(=O)N4CCOCC4)cc3)sc2c1,8,9
COc1ccc(COc2cc(-c3cccc(OC)c3)nc3ccc(NC(=O)c4cccnc4)cc23)cc1,16,12
Cc1cccc(NC(=S)N2CCn3cccc3C2c2cccnc2)c1 (stereo not given),-29,5
Cc1cc(F)ccc1NC(=O)CCc1ccc(S(=O)(=O)N2CCOCC2)cc1,-6,-2
C/C(=N/NC(=O)c1ccco1)c1ccc(NC(=O)c2ccc(Br)o2)cc1,8,-3
On1cnnc1-c1ccccc1,22,-7
CCCCCNc1nc(NCCCO)c(C#N)c2c1CN(C)CC2,-3,23
COC(=O)c1cnc(NC(=O)C2(C)CCCN(C(C)=O)C2)s1 (stereo not given),9,-2
COc1cc(C(=O)N2CCC(n3cnc4cc(F)ccc43)CC2)cc(OC)c1OC,8,-5
CCOc1ccccc1Nc1nnc(C)c(=O)[nH]1,22,-53
CCCNC(=O)C1(C)CCCN(Cc2ccccc2Cl)C1 (stereo not given),-6,16
CCOC(=O)c1sc(NC(=O)CSc2nc(C)cc(C)c2C#N)c(C#N)c1C,-56,3
O=C(O/N=C(/c1ccccc1)c1ccncc1)c1ccccc1[N+](=O)[O-],12,-3
CCC(=O)Nc1ccc(C(=O)OCC(=O)c2ccc(C)c([N+](=O)[O-])c2)cc1,-16,-8
CC1CC(=O)Nc2ccccc2N1S(=O)(=O)c1ccc(C#N)cc1 (stereo not given),3,9
CC(=O)Oc1ccc2c(=O)c(Oc3ccccc3)coc2c1OC(C)=O,1,-10
Cc1c(/C=C/C(=O)c2ccc(C(C)C)cc2)cnn1C,-8,9
CC(C)(C)NC(=O)C1CCN(S(=O)(=O)c2cccc(C(F)(F)F)c2)CC1,-6,9
CCN(CC)S(=O)(=O)c1ccc(Cl)c(C(=O)Oc2cccc(-c3cnc4ccccc4n3)c2)c1,-5,-5
CN(C)c1cc(-c2ccc(Cl)cc2)oc(=O)c1Cl,-6,-1
CCCOc1ccc(C(=O)CCN2CCCCC2)cc1,-4,-1
CCc1c(C)c(C#N)c2nc3ccccc3n2c1NCC1CCCO1 (stereo not given),4,-1
CCN(CC(=O)Nc1c(F)cccc1F)C(=O)c1ccc(N2C(=O)c3ccccc3C2=O)cc1,-28,1
COc1cccc(NC(=O)N[C@@H](Cc2ccccc2)C(=O)O)c1,24,-5
CCOC(=O)c1c(NC(=O)COC(=O)CCCOc2ccc(OC)cc2)sc(C(=O)NC)c1C,13,-1
COc1ccc(OC)c(/C=N\NC(=O)CC(=O)NCCc2ccccc2)c1,-14,16
Cc1noc(C)c1CC(=O)NC1CC(C)(C)Cc2c1cnn2-c1ccccc1 (stereo not given),-17,-1
CCOc1cc(/C=C(/C#N)C(=O)Nc2ccc(OC)cc2)ccc1OCc1ccc(C(=O)O)cc1,0,-1
Cc1cc(NC(=O)C2CC(c3ccc(F)cc3)=NO2)n(-c2ccccc2)n1 (stereo not given),7,-14
Cc1cc2c(cc1S(=O)(=O)NCc1ccccc1Cl)OCCN2C,-6,-5
Cc1c(C#N)c2n(c1C)CCCC(=O)N2,-2,12
# Additional records
SMILES,TAG inh,TAG inh DAPI viability
COc1ccc(NC(=O)CN(c2ccccc2)S(=O)(=O)c2ccccc2)c(OC)c1,-10,-6
CC(C)C(=O)N1CCCC1(C)C(=O)Nc1ccc2c(c1)OCO2 (stereo not given),-9,10
O=C1CN(C(=O)COC(=O)CCCOc2ccccc2)c2ccccc2N1,2,6
Nc1cc(Cc2ccccc2)ccc1O,9,-2
CN(Cc1ccccc1)C(=S)NC(=O)c1cccs1,4,-5
CC(=O)C[C@@H](O)CC(=O)[C@H]1OC(=O)CC/C=C\Cc2ccccc21,-14,1
COc1cc(C(=O)OCC(=O)Nc2sccc2C(N)=O)cc(OC)c1OC,38,-28
COc1ccc(CC(=O)Nc2cccc3ncccc23)cc1OC,-13,15
COc1ccc(CCC(=O)Nc2ccc3c(c2)OCO3)cc1,-19,7
O=C(Cc1ccccc1F)Nc1nc2ccccc2[nH]1,-9,8
CCOC(=O)C1(C)CCN1C(=O)c1ccc(C)cc1 (stereo not given),-6,-3
COC(=O)/C(=C/c1ccco1)NC(=O)c1ccccc1,-6,18
